# Growth percent in the NCI-60 one-dose screen (48 h, 10 µM unless noted): 100 = growth as untreated, 0 = no growth, -100 = all killed.
# SN12C – SN12C renal cancer cells | hit rate 3.8% among 81,000 | AID 1794767
# 786-0 – 786-0 renal cancer cells; hit rate 5.1% among 81,000; AID 1794775
# UO-31 – UO-31 renal cancer; hit rate 5.2% among 81,000
# SF-295 – SF-295 CNS cancer cells. hit rate 5.6% among 79,000. AID 1794758
# U251 – U251 CNS tumor cells | hit rate 5.4% among 80,000 | AID 1794753
# PC-3 – PC-3 prostate cancer cells; hit rate 3.9% among 80,000
# SF-539 – SF-539 CNS cancer | hit rate 6.8% among 81,000
# DU-145 – DU-145 prostate cancer. hit rate 4.2% among 81,000. AID 1794760
# SF-268 – SF-268 CNS cancer cells. hit rate 3.1% among 82,000. AID 1794759
# Active calls of the source: *; x = not tested or not shown; & = joins results of further samples; [ ] = another dose, or the depositor's remark. How the source made its calls: active means growth percent below 10; inactive means the rest.
SMILES,SN12C,786-0,UO-31,SF-295,U251,PC-3,SF-539,DU-145,SF-268
C[C@]12CC[C@@H]3c4cc(OC(F)F)c(O)cc4CC[C@H]3[C@@H]1CC[C@@H]2OS(N)(=O)=O,44,56,38,13,30,27,5.6*,9.6*,58
CC(=O)n1nc(-c2ccc(C)cc2)cc1-c1ccccn1,105,104,91,90,99,96,99,108,108
CC(CNC1CCCC1)OC(=O)c1ccccc1 (stereo unspecified),103,100,78,119,94,105,99,x,109
Cc1cc(NC(=O)COCC(=O)O)no1,106,103,100,97,97,102,100,109,108
CCC(=O)c1ccc2c(c1)N(C(C)CN(C)C)c1ccccc1S2 (stereo unspecified),81,83,71,90,82,90,90,105,92
NC(=S)NS(=O)(=O)c1ccc(N)cc1,109,105,88,95,x,102,99,125,107
CCCC(=O)NNc1[nH]c(-c2ccc(Cl)cc2)cc1C(=O)OCC,97,88,84,108,95,107,106,111,110
O=S(=O)(Oc1ccc(/C=N/N=c2/sc(-c3ccccc3)cn2-c2ccccc2)cc1)C(F)(F)C(F)(F)C(F)(F)C(F)(F)C(F)(F)C(F)(F)C(F)(F)C(F)(F)F,99,110,83,108,106,100,101,115,108
CC1(c2ccccc2)Nc2ccccc2-c2nc3ccccc3n21 (stereo unspecified),88,83,57,x,87,79,96,108,89
COc1ccc2c(c1)C(C)Cc1c(NCc3ccccc3)ncnc1N2C (stereo unspecified),109,97,61,97,90,67,103,100,101
CCC(=O)O[C@@H]1C[C@H](C)CC[C@H]1C(C)C,103,98,97,92,97,89,103,112,107
N#CC(OC(=O)c1ccccc1)c1cccc([N+](=O)[O-])c1 (stereo unspecified),97,105,81,107,114,98,101,105,97
O=C(CN1CCCCCC1)Nc1nc2ccc(NCc3ccc(Cl)cc3)cc2s1,95,104,89,96,96,84,95,101,100
c1ccc(-c2nc3ccccc3[nH]2)nc1,106,96,89,101,96,109,107,130,105
Cc1ccc(C(C)C)c(OC(=O)C(C)C)c1,101,99,91,92,89,68,102,104,98
COc1ccc2sc(C)cc(=O)c2c1,99,102,90,x,92,101,100,108,102
Cc1cc(-c2cc(C)c(N)cc2C)c(C)cc1N,90,84,79,84,72,81,97,121,96
CC[N+](CC)=c1ccc2nc3c(cc(NCc4ccccc4)c4ccccc43)oc-2c1,-86*,-63*,x,-99*,-95*,-19*,-87*,-96*,-16*
COc1cc2nc(N3CCC[C@@H](NC(=O)C4COc5ccccc5O4)C3)nc(N)c2cc1OC (stereo partly specified),103&104,97&97,65&86,x,84&93,94&93,101&104,108&107,103&105
C1N2CN3CN1CN(C2)C3,92,95,85,96,98,93,112,113,108
CN1C(=O)N(C)C2C1NC(=S)N2/N=C/C=C/c1ccccc1[N+](=O)[O-] (stereo unspecified),31,27,45,9.8*,20,17,2.8*,19,41
CCOC(=O)[C@@H]1CSC(C)=C(C(=O)O)N1,110,97,82,88,93,91,96,102,96
COc1cc(C)ccc1Oc1nc(Nc2ccc(N3CCOCC3)cc2)ncc1NCc1ccc(OC(F)(F)F)cc1,102,87,92,89,85,86,94,102,88
CC[C@@H](C)[C@@H]1NC(=O)Nc2nc3ccccn3c2C1=O,104,95,85,94,98,99,106,111,106

# Continued; the last six above are carried over.
SMILES,SN12C,786-0,UO-31,SF-295,U251,PC-3,SF-539,DU-145,SF-268
COc1cc2nc(N3CCC[C@@H](NC(=O)C4COc5ccccc5O4)C3)nc(N)c2cc1OC (stereo partly specified),103&104,97&97,65&86,x,84&93,94&93,101&104,108&107,103&105
C1N2CN3CN1CN(C2)C3,92,95,85,96,98,93,112,113,108
CN1C(=O)N(C)C2C1NC(=S)N2/N=C/C=C/c1ccccc1[N+](=O)[O-] (stereo unspecified),31,27,45,9.8*,20,17,2.8*,19,41
CCOC(=O)[C@@H]1CSC(C)=C(C(=O)O)N1,110,97,82,88,93,91,96,102,96
COc1cc(C)ccc1Oc1nc(Nc2ccc(N3CCOCC3)cc2)ncc1NCc1ccc(OC(F)(F)F)cc1,102,87,92,89,85,86,94,102,88
CC[C@@H](C)[C@@H]1NC(=O)Nc2nc3ccccn3c2C1=O,104,95,85,94,98,99,106,111,106
Cc1nc2cccnc2nc1C,104,101,96,112,98,x,103,115,106
N#Cc1nc(C(c2ccccc2)c2ccccc2)oc1N1CCN(c2ccc(F)cc2)CC1,107,94,83,95,102,88,98,99,92
COc1ccc(NC2=C(Cl)C(=O)C(C)=C(C)C2=O)cc1,88,113,90,100,89,75,103,106,96
COc1cc(C#N)cc(OC)c1OC,104,100,90,102,100,98,92,106,100
O=C(Cl)CCCCC(=O)NNc1nccc(Nc2ccc(S(=O)(=O)Nc3ccccn3)cc2)n1,102,97,86,105,104,98,86,113,101
N#Cc1c(-c2ccccc2Br)cc(-c2cccnc2)[nH]c1=O,98,98,87,102,99,101,96,106,97
CC(C1=C(CCN(C)C)Cc2ccccc21)c1ccccn1 (stereo unspecified),100,102,94,101,96,91,105,110,107
Cc1ccc2nc(C)c(-c3nnc(SCc4ccc(Br)cc4)o3)n2c1,88,70,61,89,78,85,85,96,90
c1ccc(CN(Cc2ccccc2)c2ccccc2)cc1,97,94,81,108,110,101,104,101,101
COc1cc(/C=C2\C(=O)Nc3ccc(N(C)C)cc32)cc(OC)c1OC,25,28,35,7.3*,11,35,10,x,x
OCC1OC(Nc2ccccc2/C=N\O)C(O)C1O (stereo unspecified),95,106,65,96,94,87,98,107,103
c1ccc2[nH]c(-c3ccc(C4NCCc5c4[nH]c4ccccc54)cc3)nc2c1 (stereo unspecified),94,96,73,107,93,85,102,113,99
FC(F)(F)c1ccc(-c2cn3nc(-c4c[nH]c5ccccc45)sc3n2)cc1,77,87,71,72,44,x,65,73,74
Cn1nc([N+](=O)[O-])nc1-c1ccccc1,111,100,122,113,92,106,103,99,88
O=c1[nH]nc(-c2ccc(Br)cc2)c2sc3ncc(-c4ccc(Br)cc4)n3c12,101,91,70,91,105,90,97,102,87
O=C1c2cc3c(cc2-c2c1c1ccc(F)cc1c(=O)n2CCCN1CCOCC1)OCO3,33,24,36,22,14,60,11,28,43
COc1cc(C2N(c3ccc(C)cc3)NC(=O)[C@@H]3CCCN23)cc(OC)c1OC (stereo partly specified),82,87,48,74,84,70,102,80,64
O=C(Nc1nccnc1OCc1ccccc1)Nc1cccc2ccccc12,80,50,69,63,61,68,56,89,61
CCOC(=O)c1c(C)[nH]c(C)c(C(=O)OCC)c1=O,101,99,91,87,99,106,101,112,105
O=[P@@]1(c2ccccc2)O[C@H](COCc2ccccc2)[C@@H](OCc2ccccc2)[C@H](OCc2ccccc2)[C@H]1O,83,65,91,-25*,39,79,58,91,44
CCOc1ccc(N2C(=O)[C@]3(NC2=S)[C@H](c2ccc(Cl)cc2)CN(C)[C@]32C(=O)NC3C=CC=C[C@H]32)cc1 (stereo partly specified),68,78,56,85,71,26,93,89,68
COc1cc(C2Nc3ccccc3S2)cc(CN2CCOCC2)c1O (stereo unspecified),92,104,46,x,87,82,82,101,91
CCOC(=O)C1C2C=CC(C2)C1C(=O)OC (stereo unspecified),100,103,85,x,105,108,100,110,107
CC1(C)NCCC[C@]2(C)[C@H]3C=CC4=C5C[C@](C)(CO)CC[C@]5(C)CC[C@@]4(C)[C@]3(C)CC[C@@H]12,-94*[100 µM],-72*[100 µM],-98*[100 µM],-90*[100 µM],-60*[100 µM],-79*[100 µM],-93*[100 µM],-90*[100 µM],-70*[100 µM]

# Sorted by molecular weight (lowest first): part of the list above
SMILES,SN12C,786-0,UO-31,SF-295,U251,PC-3,SF-539,DU-145,SF-268
CCOC(=O)c1c(C)[nH]c(C)c(C(=O)OCC)c1=O,101,99,91,87,99,106,101,112,105
COc1cc(C2Nc3ccccc3S2)cc(CN2CCOCC2)c1O (stereo unspecified),92,104,46,x,87,82,82,101,91
O=C(Nc1nccnc1OCc1ccccc1)Nc1cccc2ccccc12,80,50,69,63,61,68,56,89,61
COc1cc(C2N(c3ccc(C)cc3)NC(=O)[C@@H]3CCCN23)cc(OC)c1OC (stereo partly specified),82,87,48,74,84,70,102,80,64
O=c1[nH]nc(-c2ccc(Br)cc2)c2sc3ncc(-c4ccc(Br)cc4)n3c12,101,91,70,91,105,90,97,102,87
O=[P@@]1(c2ccccc2)O[C@H](COCc2ccccc2)[C@@H](OCc2ccccc2)[C@H](OCc2ccccc2)[C@H]1O,83,65,91,-25*,39,79,58,91,44

# (continued)
SMILES,SN12C,786-0,UO-31,SF-295,U251,PC-3,SF-539,DU-145,SF-268
Cc1ccc2ccc3ccc(C)nc3c2n1,91,100,103,98,91,83,93,102,104
COc1ccc(-c2cnc3nonc3n2)cc1OC,96,86,89,101,88,66,92,101,89
CC1(C)N=C(N)N=C(N)N1c1ccc(Cl)c(Cl)c1,27,9.7*,48,17,30,38,13,47,43
COc1ccc(NC(=S)Nc2nc3c(=O)[nH]nc(-c4ccc(C)cc4)c3s2)cc1,105,100,99,90,98,105,105,97,97
CC(=O)Nc1nc2c(c(N)c1C#N)C(c1cccc(Cl)c1)C1=C(CCCC1=O)N2c1sc2c(c1C#N)CCCC2 (stereo unspecified),52,58,37,44,42,21,65,72,66
COc1cc(CNC(=O)/C=C/C=C/c2ccc3c(c2)OCO3)ccc1OCc1cn(-c2cccc([N+](=O)[O-])c2)nn1,95,96,65,98,96,88,88,103,89
CN(C)Cc1cc(C(=O)/C=C/c2ccc(N)cc2)cc(CN(C)C)c1O,102,110,x,146,109,102,128,112,111
COc1cc2c(cc1I)-c1c(cc(OC)c(OC)c1OC)CC[C@@H]2NC(C)=O,26,16,30,-1.6*,17,27,-31*,x,x

# Screening data as filed in PubChem.
